# D3 ag: D3 dopamine receptor (human) agonism. hit rate 0.58% among 410,000. AID 652048. max activation, %. D3R DiscoveRx beta-arrestin cells, luminescence, 90 min. P35462; in the data active = max activation above about 30%; note: 0% is about no effect; mostly tested at two doses, the higher about 12 µM
#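 Cells at 1500/well, incubated overnight, then treated with pinned compounds (dopamine as control) for 90 min at 37 degrees C. DiscoveRx reagent added for 30 - 60 minutes at room temperature; luminescence read.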
# D3 antag: D3 dopamine receptor (human) antagonism | P35462 | D3R cells, DiscoveRx beta-arrestin luminescence, antagonist mode; hits give low values | max response, negative = inhibition, % | hit rate 2.5% among 360,000 | AID 652054; in the data active = max response below about -50%; inconclusive = no clear call, values can overlap the other calls; note: % is set by controls: 0 for no effect and ±100 for the full control effect; mostly tested at two doses, the higher about 12 µM
#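 Cells expressing the human receptor were seeded at 1500 cells/well, incubated overnight at 37 degrees C in 5% CO2, then exposed to library compounds with dopamine controls for 90 minutes at 37 degrees C before luminescent detection.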
# TDP-43 yeast inh: rescues yeast growth from TDP-43 toxicity | hit rate 1.8% among 410,000 | Potency, µM (top dose mostly 46.1 µM), without a hit: top-dose growth rescue (activation), actives largely listed as activators | TDP-43 expressing yeast growth rescue, BacTiter-Glo, 24 h; note: potency is the fitted concentration of half-maximal effect; % of control where 0% means no effect; nearly all actives have a fitted effect of over 50% in size
#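 Yeast expressing TDP-43 (pregrown in raffinose, seeded at OD600=0.02 in galactose medium) exposed to compounds 24 hr at 30 deg C. Growth read by BacTiter-Glo luminescence; rescue of toxicity appears as increased signal.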
# aSyn rescue: rescues yeast growth from alpha-synuclein toxicity; Yeast expressing alpha-synuclein, growth rescue, BacTiter-Glo, 24 h; Potency, µM (doses to about 46.1 µM), without a hit: at the highest dose growth rescue (activation), actives largely listed as activators; hit rate 0.14% among 370,000; AID 652106; note: potency is the fitted concentration of half-maximal effect; % of control where 0% means no effect; nearly all actives have a fitted effect of over 65% in size
#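 Screening used galactose-induced yeast with toxic alpha-synuclein levels, exposed to compound for 24 hr at 30 deg C. Cell growth, read with BacTiter-Glo luminescence, gave the measured signal.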
# EPAC2 ag: activates human EPAC2 exchange factor. Q8WZA2. AID 720711. Potency, µM (top dose mostly 154 µM), inactives show at the highest dose activation, hits mostly activators. hit rate 0.079% among 360,000. EPAC2 activation, biochemical qHTS; response scale: 100% = 6.5 mM cAMP response; note: potency is the fitted concentration of half-maximal effect; nearly all actives have a fitted effect of over 50% in size
# Target sequence (Q8WZA2 whole entry, looked up): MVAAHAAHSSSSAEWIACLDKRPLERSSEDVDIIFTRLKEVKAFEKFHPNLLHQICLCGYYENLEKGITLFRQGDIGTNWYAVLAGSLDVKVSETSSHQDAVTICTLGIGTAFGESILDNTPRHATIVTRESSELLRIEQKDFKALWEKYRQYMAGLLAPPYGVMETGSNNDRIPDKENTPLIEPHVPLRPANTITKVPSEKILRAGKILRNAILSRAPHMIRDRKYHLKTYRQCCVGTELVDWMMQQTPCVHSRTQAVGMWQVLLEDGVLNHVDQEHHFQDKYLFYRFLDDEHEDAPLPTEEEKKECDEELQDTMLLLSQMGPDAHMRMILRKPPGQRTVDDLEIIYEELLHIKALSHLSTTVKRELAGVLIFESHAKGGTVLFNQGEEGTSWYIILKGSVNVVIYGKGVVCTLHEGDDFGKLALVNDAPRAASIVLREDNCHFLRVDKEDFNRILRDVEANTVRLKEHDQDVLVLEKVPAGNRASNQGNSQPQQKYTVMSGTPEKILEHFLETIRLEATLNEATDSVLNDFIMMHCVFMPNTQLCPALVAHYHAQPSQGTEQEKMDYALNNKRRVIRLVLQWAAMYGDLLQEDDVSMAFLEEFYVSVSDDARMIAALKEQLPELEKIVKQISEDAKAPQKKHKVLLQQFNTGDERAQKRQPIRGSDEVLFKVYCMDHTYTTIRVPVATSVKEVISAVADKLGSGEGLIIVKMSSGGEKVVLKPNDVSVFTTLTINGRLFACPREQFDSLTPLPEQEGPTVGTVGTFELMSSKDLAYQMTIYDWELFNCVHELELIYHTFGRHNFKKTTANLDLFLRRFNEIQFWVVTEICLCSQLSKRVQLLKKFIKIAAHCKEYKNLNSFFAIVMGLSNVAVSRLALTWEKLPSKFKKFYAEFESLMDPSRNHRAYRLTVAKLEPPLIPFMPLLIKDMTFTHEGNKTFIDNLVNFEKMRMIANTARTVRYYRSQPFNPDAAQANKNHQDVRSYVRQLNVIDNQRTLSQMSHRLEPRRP
#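 Fluorescence exchange assay: 100 nM EPAC2 with 250 nM RAP1B-BODIPY-GDP and 50 uM GDP; compounds tested as a concentration-titration series (qHTS). Loss of Rap1-bound BODIPY-GDP fluorescence read at 480/540 nm; data normalized to 6.5 mM cAMP.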
# Abeta rescue: restores growth of yeast expressing A-beta42 peptide; Potency, µM (titrated, usually from 46.1 µM), for the others: at the top dose growth rescue, most hits filed as activators; hit rate 0.063% among 410,000; yeast expressing A-beta42, growth rescue, OD600, 48 h; response scale: 0% DMSO, 100% iron-clioquinol control; note: potency is the fitted concentration of half-maximal effect; nearly all actives have a fitted effect of over 55% in size
#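 Yeast A-beta toxicity model in growth medium with pinned compounds, 48 h at 30 C; growth read as absorbance at 600 nm. Normalized to FeCl3/clioquinol equimolar mix (positive) and DMSO (negative).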
# FUS yeast rescue: FUS proteinopathy suppression in yeast. S. cerevisiae FUS-expressing, growth rescue, OD600, 24 h. Potency, µM (titrated, usually from 76.6 µM), inactives show at the highest dose growth rescue (activation), actives largely listed as activators. hit rate 0.24% among 390,000. AID 1347120;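 note: potency is the fitted concentration of half-maximal effect; plate controls were DMSO vehicle for no effect and reference control for full effect; nearly all actives have a fitted effect of over 55% in size; some results filed as inactive show a strong effect at the top dose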
#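 Quantitative HTS measuring growth restoration of FUS-toxic yeast. Galactose-induced cells (OD 0.005) were exposed 24hr at 30C to compounds at several concentrations, then absorbance at 600 nm was recorded.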
# EPAC2 antagonist: antagonists of human EPAC2; Q8WZA2; EPAC2 GEF exchange of Rap1B-BODIPY-GDP, fluorescence; Potency, µM (series often up to 114 µM), without a hit: at the highest dose activity, negative = inhibition, actives largely listed as inhibitors; hit rate 0.18% among 360,000; AID 720708; note: potency is the fitted concentration of half-maximal effect; % is set by controls: 0 for no effect and ±100 for the full control effect; nearly all actives have a fitted effect of over 45% in size; many of its hits are not listed in these tables
# * = called active by the depositor; u = inconclusive; x = no result given; [ ] = dose if it differs, or a comment. Unless noted, calls come from the whole dose curve; as a rule, active = well fitted curve in the direction sought with a large enough effect; inconclusive = small, poorly fitted or top-dose-only effect, or another doubt; inactive = no such curve, though single readings can be large; an effect the other way counts as inactive or inconclusive. The list is partial; rates above refer to the full screens.
SMILES,D3 ag,D3 antag,TDP-43 yeast inh,aSyn rescue,EPAC2 ag,Abeta rescue,FUS yeast rescue,EPAC2 antagonist
CC1CC(C)CN(C(=O)c2cc(-c3ccccn3)nc3ccccc23)C1 (stereo unspecified),-0.9,8.3,14.8%,-0.3%,8.6%,7.2%,10.4%,2.7%
CN(C)C(=O)CSc1nc2ccc(N3C(=O)c4ccccc4C3=O)cc2s1,2.8,29.5,2.8%,6.8%,2.7%,-14.8%,12.2%,-27.9%
CC(C)(C)c1ccc(CC(=O)N2CCC2(C)C(=O)Nc2cccc3ccccc23)cc1 (stereo unspecified),-4.2,0.0,13.8%,u,-4.9%,1.1%,33.7%,-28.4%
CC(C)(C)NC(=O)C(c1ccc(C(F)(F)F)cc1)n1c(=O)c(-c2ccco2)nc2ccccc21 (stereo unspecified),7.6,16.2,8.6%,u,-17.3%,8.8%,44.0%,-4.3%
CC(=O)N1C[C@H]2CON(C)[C@H]2C[C@H]1c1cccc(-c2ccccc2C)c1,-10.4,0.0,-12.1%,-2.6%,-2.2%,0.0%,-8.9%,-12.2%
O=S(=O)(NC1CCCCC1N1CCN(c2ccccc2F)CC1)c1ccccc1 (stereo unspecified),-9.5,-20.9,3.4%,-6.5%,9.2%,7.0%,14.6%,u
Cc1cccc(NC(=O)C2(c3ccccc3)CCOCC2)c1,-2.6,13.1,24.5%,0.4%,6.5%,11.4%,11.0%,1.9%
CCOC(=O)C(=O)Nc1cc(C)nn1-c1nc2ccccc2[nH]1,24.3,2.5,-8.4%,-11.1%,-5.1%,-4.8%,-3.9%,-3.6%
O=C(COc1ccccc1)Nc1ccc(CN2CCCCC2)cc1,-17.9,-24.4,-9.0%,-1.0%,5.4%,3.0%,9.2%,-10.5%
COc1ccc(N=CC=C2OC(C)(C)C(C)(C)O2)cc1OC,3.5,8.5,11.1%,0.2%,5.3%,7.4%,31.5%,1.0%
CCN(C(=O)c1noc2c1COc1ccc(C)cc1-2)c1cccc(C)c1,0.9,x,28.1%,10.5%,x,2.1%,23.6%,x
COc1ccc(-n2c(C)nc(N)c2C(=O)c2ccccc2)cc1,-3.6,6.3,18.1%,4.5%,12.6%,13.1%,2.1%,-2.0%
O=C(NCc1ccco1)/C(=C/c1ccco1)NC(=O)c1ccc(Br)o1,17.2,1.3,-22.9%,4.6%,4.6%,12.3%,x,9.7%
COc1ccccc1-c1nc(C#N)c(N2CCC(Cc3ccccc3)CC2)o1,-6.2,-27.5,12.4%,1.1%,13.2%,-11.7%,10.0%,-5.0%
O=C(CCCn1c(=S)[nH]c2ccc(Br)cc2c1=O)NCC1CCCO1 (stereo unspecified),-0.7,11.9,14.3%,-9.8%,5.7%,7.8%,-2.7%,4.5%
COc1ccc(OC)c(CNC(=O)CCSCc2ccc(F)cc2Cl)c1,1.1,-11.3,u,11.5%,17.1%,-9.5%,24.1%,-2.8%
CCC(Sc1nc2c(cnn2-c2ccc(Cl)cc2)c(=O)[nH]1)C(=O)OC (stereo unspecified),-2.9,2.4,1.0%,-5.6%,-0.7%,-5.4%,-23.3%,7.3%
COc1ccc(C(=O)Cn2nnc(-c3ccccc3NC(=O)C3CC3)n2)cc1,-11.7,0.0,-9.4%,-0.9%,10.5%,-15.1%,19.5%,-8.8%
CC(C)C(=O)C1=Cc2cccc([N+](=O)[O-])c2OC1N1CCOCC1 (stereo unspecified),-8.4,-53.6*,13.1%,27.4%,6.6%,-5.6%,-3.4%,5.7%
C(=N\NC1=Nc2cccc3cccc1c23)/c1cccnc1,-4.4,-16.9,22.3%,-0.4%,-0.2%,-0.6%,u,-1.8%
CN(c1ccccc1)c1nc(N)c([N+](=O)[O-])c(NCc2ccco2)n1,1.7,24.5,-15.3%,2.5%,4.3%,-6.1%,x,6.0%
COc1cc(CC(=O)N2c3ccccc3N=C(c3ccccc3)C2C(=O)NCc2ccccc2)cc(OC)c1 (stereo unspecified),-2.9,-10.4,24.0%,16.3%,13.9%,3.9%,23.5%,-6.3%
CC1CC(OCC(O)CN2CCOCC2)CC(C)(C)C1 (stereo unspecified),-4.1,6.2,11.6%,7.2%,-9.0%,9.2%,3.3%,6.0%
COc1ccc(C2=CSC3=NCCN23)cc1[N+](=O)[O-],12.9,16.8,7.7%,2.8%,-1.9%,-2.1%,6.6%,-0.4%
COc1ccc(Cl)cc1C(=O)NC(C)C,3.1,1.1,-6.0%,-1.1%,-2.5%,-3.6%,-0.8%,-15.2%
CCCN1C(=O)/C(=C/c2ccc(C)s2)SC1=Nc1ccc(OC)cc1,-9.9,-27.2,-4.2%,-9.0%,u,-6.8%,-4.1%,0.0%[57.1 µM]
O=C(Nc1ccccc1)c1nc[nH]c1C(=O)NCCCCNC(=O)c1[nH]cnc1C(=O)Nc1ccccc1,24.8,29.0,-2.7%,-3.4%,7.1%,7.7%,-1.8%,11.1%
CC(Nc1ccccc1)C(=O)Nc1ccc(F)cc1 (stereo unspecified),1.6,u,13.9%,-13.5%,-3.1%,-10.0%,15.6%,-2.2%
CCOc1ccc(NC(=O)/C=C/c2ccccc2)c([N+](=O)[O-])c1,-6.6,-8.6,11.3%,-4.2%,15.7%,-4.6%,-26.1%,-5.3%
Cn1ccsc1=NC(=O)c1cc(S(=O)(=O)N2CCOCC2)ccc1Cl,7.9,19.2,-16.4%,0.2%,1.2%,-7.0%,6.3%,-4.6%

# The closing five records of the part above come first, to join the parts:
SMILES,D3 ag,D3 antag,TDP-43 yeast inh,aSyn rescue,EPAC2 ag,Abeta rescue,FUS yeast rescue,EPAC2 antagonist
CCCN1C(=O)/C(=C/c2ccc(C)s2)SC1=Nc1ccc(OC)cc1,-9.9,-27.2,-4.2%,-9.0%,u,-6.8%,-4.1%,0.0%[57.1 µM]
O=C(Nc1ccccc1)c1nc[nH]c1C(=O)NCCCCNC(=O)c1[nH]cnc1C(=O)Nc1ccccc1,24.8,29.0,-2.7%,-3.4%,7.1%,7.7%,-1.8%,11.1%
CC(Nc1ccccc1)C(=O)Nc1ccc(F)cc1 (stereo unspecified),1.6,u,13.9%,-13.5%,-3.1%,-10.0%,15.6%,-2.2%
CCOc1ccc(NC(=O)/C=C/c2ccccc2)c([N+](=O)[O-])c1,-6.6,-8.6,11.3%,-4.2%,15.7%,-4.6%,-26.1%,-5.3%
Cn1ccsc1=NC(=O)c1cc(S(=O)(=O)N2CCOCC2)ccc1Cl,7.9,19.2,-16.4%,0.2%,1.2%,-7.0%,6.3%,-4.6%
CCCOC(=S)Nc1ccccc1,3.5,-9.8,2.9%,-0.4%,10.8%,21.3%,0.7%,-1.5%
CC(=O)NC(CCS(C)(=O)=O)C(=O)Nc1cc(Cl)ccc1Cl (stereo unspecified),-0.9,-2.1,3.8%,-10.8%,0.7%,-3.1%,-22.6%,-0.5%
CCc1ccc(Nc2nnc(SC(C)C(=O)NC3CC3)s2)cc1 (stereo unspecified),-4.5,4.2,5.9%,-4.0%,-15.8%,9.2%,19.7%,-4.2%
CC(C)c1ccc(C2c3[nH]c4ccccc4c3C[C@H]3C(=O)N(c4ccccc4C(=O)N4CCC[C@@H]4C(=O)O)C(=O)N23)cc1 (stereo partly specified),4.9,18.4,21.4%,3.9%,0.2%,-9.8%,u,-27.7%
CCOc1c(Cl)cc(CNCc2ccncc2)cc1OC,21.0,17.5,x,1.8%,-1.4%,9.0%,28.9%,9.6%
O=C(COc1ccccc1)NCCc1csc(-c2ccc(Cl)cc2)n1,3.5,x,u,x,x,-16.7%,u,x
O=C(NNC(=O)C1CC2CCC1C2)c1sc2ccccc2c1Cl (stereo unspecified),0.3,11.2,-3.5%,-6.9%,-3.1%,-5.4%,8.6%,-0.5%
CC(C)OCCCNC(=O)CN1C(=O)/C(=C/c2ccccc2)Sc2ccccc21,-8.0,-3.7,-13.9%,1.0%,-7.9%,-2.3%,x,1.1%
CCOC(=O)N1CCN(CCc2ccccc2)CC1,-4.6,9.0,-13.7%,-0.3%,0.1%,-9.6%,-23.3%,-1.5%
O=C(NNC(=S)Nc1ccc(Cl)cc1Cl)c1ccncc1,-8.1,-19.8,9.7%,-10.6%,-11.8%,-19.5%,4.6%,1.7%

# The last four entries of the part above come first, to join the parts:
SMILES,D3 ag,D3 antag,TDP-43 yeast inh,aSyn rescue,EPAC2 ag,Abeta rescue,FUS yeast rescue,EPAC2 antagonist
O=C(NNC(=O)C1CC2CCC1C2)c1sc2ccccc2c1Cl (stereo unspecified),0.3,11.2,-3.5%,-6.9%,-3.1%,-5.4%,8.6%,-0.5%
CC(C)OCCCNC(=O)CN1C(=O)/C(=C/c2ccccc2)Sc2ccccc21,-8.0,-3.7,-13.9%,1.0%,-7.9%,-2.3%,x,1.1%
CCOC(=O)N1CCN(CCc2ccccc2)CC1,-4.6,9.0,-13.7%,-0.3%,0.1%,-9.6%,-23.3%,-1.5%
O=C(NNC(=S)Nc1ccc(Cl)cc1Cl)c1ccncc1,-8.1,-19.8,9.7%,-10.6%,-11.8%,-19.5%,4.6%,1.7%
CC(=O)Cc1c(C(=O)O)c(C)nn1-c1ccccc1,4.0,5.7,u,-3.9%,12.5%,9.7%,-6.6%,3.7%
COc1ccc(CCNCC(O)Cn2ccc3ccccc32)cc1OC (stereo unspecified),-16.4,-2.3,9.3%,5.8%,7.3%,4.2%,22.3%,2.2%
CCCN1C(=O)C(NC(C)=O)c2cc(OC)ccc21 (stereo unspecified),-5.3,11.4,-5.8%,-1.5%,4.9%,3.3%,2.6%,-4.3%
O=C(Nc1ccon1)c1cccc(S(=O)(=O)N2CCCC2)c1,3.3,13.8,-13.1%,3.9%,7.9%,14.0%,5.0%,1.7%
COCCN1Cc2cccc(C(=O)Nc3cccc(C)c3C)c2C1=O,-6.3,8.8,9.6%,-4.6%,1.2%,-20.2%,15.5%,5.9%
COc1ccc(C(=O)n2nc(-c3ccc(Cl)cc3)nc2NCc2ccco2)cc1,9.0,x,3.6%,x,x,-3.6%,-9.3%,x
CCCn1cc(SCC(N)=O)c2ccccc21,3.9,32.6,21.8%,-1.9%,15.0%,8.4%,-23.7%,-5.6%
Cc1ccc2cc(CCNC(=O)C3CCCCC3)c(=O)[nH]c2c1C,3.5,0.0,-7.8%,-0.8%,14.0%,-11.5%,-25.2%,-11.9%
